Hck Nef HTS: inhibitors of Nef-activated human Hck kinase, primary screen, biochemical, Z-Lyte FRET, 384-well, Hck-YEEI. Tyrosine-protein kinase HCK (Homo sapiens), P08631. Recombinant Hck-YEEI plus Nef, Z-Lyte FRET kinase assay. inhibition, % at 20 µM. 220,000 tested, 0.68% active. AID 463187, 2010;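 active means Hck-Nef kinase inhibition above about 50%, limit read from the data; inactive means inhibition below that limit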;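 further: 0% = DMSO with Hck plus Nef and 100% = Hck alone without Nef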
Target sequence (P08631 whole entry, looked up): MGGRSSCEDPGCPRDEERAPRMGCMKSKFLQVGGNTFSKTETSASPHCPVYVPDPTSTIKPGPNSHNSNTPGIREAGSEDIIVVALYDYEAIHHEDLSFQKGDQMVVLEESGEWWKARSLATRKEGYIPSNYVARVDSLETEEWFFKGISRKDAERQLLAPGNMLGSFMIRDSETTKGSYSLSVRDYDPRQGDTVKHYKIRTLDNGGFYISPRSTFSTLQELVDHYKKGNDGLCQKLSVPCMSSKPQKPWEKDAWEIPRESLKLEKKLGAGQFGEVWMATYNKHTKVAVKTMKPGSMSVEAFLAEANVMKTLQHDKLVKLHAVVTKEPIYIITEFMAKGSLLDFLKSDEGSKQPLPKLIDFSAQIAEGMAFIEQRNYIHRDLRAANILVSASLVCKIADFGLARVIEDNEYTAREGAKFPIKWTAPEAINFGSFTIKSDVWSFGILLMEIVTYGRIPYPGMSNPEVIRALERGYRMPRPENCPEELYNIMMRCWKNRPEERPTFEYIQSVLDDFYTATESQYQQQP
PGE2 EP2 inh: human EP2 receptor antagonists, primary screen, TR-FRET cAMP, C6 glioma cells; 260,000 tested, 0.52% active; Prostaglandin E2 receptor EP2 subtype (Homo sapiens), P43116; C6 glioma cells expressing human EP2; cells stimulated with saturating PGE2; inhibition, % at 25 µM;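 active means percent inhibition above 40 after rounding to a whole number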;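 further: rat C6 glioma host cells with rolipram phosphodiesterase inhibitor present; the protocol text gives 20 µM as final concentration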
Target sequence (P43116 whole entry, looked up): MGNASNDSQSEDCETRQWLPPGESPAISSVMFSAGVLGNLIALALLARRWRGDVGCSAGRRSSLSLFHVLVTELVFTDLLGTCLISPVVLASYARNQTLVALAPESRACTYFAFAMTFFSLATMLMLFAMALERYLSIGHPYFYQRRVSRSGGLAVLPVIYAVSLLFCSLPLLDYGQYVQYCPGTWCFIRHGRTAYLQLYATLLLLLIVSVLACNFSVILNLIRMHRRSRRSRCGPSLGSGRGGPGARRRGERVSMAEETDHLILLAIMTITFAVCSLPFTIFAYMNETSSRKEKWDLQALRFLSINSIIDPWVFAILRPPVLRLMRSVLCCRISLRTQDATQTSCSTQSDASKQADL
EP2 modulator: EP2 receptor modulators, cAMP readout, primary screen, cell-based, HTRF cAMP, PGE2 stimulation. Prostaglandin E2 receptor EP2 subtype (Homo sapiens), P43116. induction, % at 25 µM. 260,000 tested, 0.83% active. EP2-expressing cells, cAMP HTRF FRET, PGE2 co-stimulation;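 active means compounds whose cAMP rise, as percent of the full-agonist control response, exceeds 60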;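 further: rat C6 glioma line stably carrying human EP2 under a CMV promoter; the protocol text gives 20 µM as final concentration; 100% = response of wells given 1 µM PGE2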
zVAD death inh: inhibitors of zVAD-triggered necroptosis, primary screen, L929 cells; L929 zVAD necroptosis rescue, ATP luminescence, 24 h; with zVAD 60 µM; viability rescue, % at 10 µM; 220,000 tested, 0.38% active; AID 1377, 2008;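 active means activation, scaled between plate controls, above about 75%, limit read from the data; inactive means activation under that limit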;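 further: 0% = zVAD with DMSO and 100% = DMSO alone without zVAD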
TNF necrop inh: inhibitors of TNF-alpha triggered necroptosis, primary screen, cell-based, Jurkat FADD-/-, single concentration. Jurkat FADD-/- TNF necroptosis rescue, ATP luminescence, 24 h; 0 = TNF only, 100 = no-TNF cells. activation (protection from cell death), % at 10 µM. 220,000 tested, 0.068% active. AID 463075, 2010;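 active means activation, meaning protection from cell death, of at least 50% relative to plate controls; inactive means activation below 50%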;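 further: necroptosis triggered by 40 ng/mL TNF-alpha added together with compound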
RBBP9 inh: human RBBP9 inhibitors, primary screen, biochemical, fluorescence polarization, FP-Rh probe, HTS | inhibition, % at 7.94 µM | 220,000 tested, 0.2% active | recombinant RBBP9 | Serine hydrolase RBBP9 (Homo sapiens), O75884;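 active means inhibition above the campaign mean of all tested compounds plus 3 SD, cut at about 14% in these data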;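 further: plate controls were DMSO wells with RBBP9 for no effect and wells lacking RBBP9 protein for full effect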
Target sequence (O75884 whole entry, looked up): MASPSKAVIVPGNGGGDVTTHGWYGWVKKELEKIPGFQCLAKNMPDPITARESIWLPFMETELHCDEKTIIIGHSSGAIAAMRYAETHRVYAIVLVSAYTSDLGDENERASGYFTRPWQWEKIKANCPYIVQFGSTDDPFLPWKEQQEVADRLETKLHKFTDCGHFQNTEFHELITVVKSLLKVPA
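Test system: recombinant human RBBP9; Timing: 30 min then 45 min, 25 °C; Detection: fluorescence polarization; Control set: RBBP9 with DMSO as uninhibited control, no-protein wells as full inhibition; Compound dosing: one concentration, 7.94 µM nominal, 0.794% DMSO; Probe or stimulus: FP-Rh activity-based probe, 375 nM before mixing.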
Runt-SMMHC FRET: inhibitors of RUNX1 Runt–CBFb-SMMHC binding, primary screen, biochemical, FRET, Cerulean-Runt, Venus-CBFb-SMMHC, uHTS; Cerulean-Runt/Venus-CBFb-SMMHC FRET ratio 530/480, 1 h; AID 1434, 2008; Runt-related transcription factor 1 (Homo sapiens) + Core-binding factor subunit beta …; inhibition, % at 20 µM; 220,000 tested, 0.74% active;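 active means mean inhibition across duplicate retests at 20 µM reaching about 50%, limit read from the data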;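 further: 0% = DMSO wells and 100% = wells with excess untagged CBFb-SMMHC; inhibitors lower the FRET ratio by blocking Runt binding to CBFb-SMMHC; some results filed as inactive read as strong as hits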
Runt-CBFb FRET: inhibitors of RUNX1 Runt–CBFb binding, primary screen, biochemical, FRET, Cerulean-Runt, Venus-CBFb, uHTS; 220,000 tested, 0.46% active; AID 1496, 2009; Cerulean-Runt/Venus-CBFb FRET ratio 530/480, 1 h; Runt-related transcription factor 1 (Homo sapiens) + Core-binding factor subunit beta …; inhibition, % at 20 µM;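 active means inhibition over about 50% at 20 µM in the single-dose screen, limit read from the data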;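 further: 0% = DMSO wells and 100% = excess unlabeled CBFb competitor control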
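Measured by: fluorescence energy transfer, 422 nm excitation, 530/480 nm emission; test system: Cerulean-tagged RUNX1 Runt domain (FRET donor) fusion protein; buffer or medium: Tris pH 7.5 buffer with BSA; compound: one dose, 20 µM compound, 1% DMSO; times: two 1 h room-temperature incubations shielded from light; benchmarks: unlabeled CBFb 5 µM, positive control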
PERK inhibitor: block of dimerizer-induced PERK translation repression, primary screen, PERK inhibitor project, CHO PERK-DD cells, SEAP luminescence, HTS; inhibition, % at 5.6 µM; 220,000 tested, 0.17% active; AID 1416, 2008; Eukaryotic translation initiation factor 2-alpha kinase 3 (Homo sapiens), Q9NZJ5; CHO PERK-DD fusion, SEAP luminescence translation reporter;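 active means inhibition above the mean inhibition of all tested compounds plus 3 SD, set separately per screening campaign, cut at about 2.9% in these data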;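 further: PERK kinase domain activated by AP20187 dimerizer at 100 nM; 0% = DMSO with dimerizer and 100% = rapamycin at 8.4 µM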
* = called active by the depositor; . = no result given; & = joins results of further samples.

SMILES	Hck Nef HTS	PGE2 EP2 inh	EP2 modulator	zVAD death inh	TNF necrop inh	RBBP9 inh	Runt-SMMHC FRET	Runt-CBFb FRET	PERK inhibitor
CCC(=O)N1N=C(c2ccc(NS(C)(=O)=O)cc2)CC1c1ccc(N(C)C)cc1 (stereo unspecified)	7	7	9	-0.3	-0.7	-5	4	-2	0.5
COc1ccc(NC(=O)c2cc(Br)c(Br)s2)cn1	11	12	-81	1.6	2.3	-20	-1	-2	0.7
C=CCOc1ccccc1C1C2=C(CC(C)(C)CC2=O)Nc2c1c(=O)n(C)c(=O)n2C (stereo unspecified)	8	.	33	-0.2	-1.2	-7	46	24	1.6
COCc1n[nH]c(=S)n1-c1ccccc1	2	8	8	0.6	0.3	2	4	0	0.5
Cc1ccnc(NC(=O)c2cc(S(=O)(=O)N3CCCCC3)ccc2Cl)c1	-2	10	7	0.3	-0.4	-5	-5	1	-0.2
COCC(=O)Nc1cc(C)c2c(=O)oc3ccccc3c2n1	6	8	1	0.6	-0.8	-10	-1	0	0.5
CC(C)=CC(=O)Nc1nnc(-c2ccc(F)cc2)s1	3	.	22	1.2	-1.1	2	1	2	0.4
NC(=O)CSc1ncnc2c1oc1ccccc12	1	10	5	1.0	-1.2	-6	-2	-1	1.3
CCCCOc1ccc(-c2nnn(C(C)(C)C(=O)OC)n2)cc1	1	8	12	0.1	-0.3	1	-4	-3	0.9
O=C(C[n+]1cc(-c2ccc(Cl)c(Cl)c2)n2c1CCC2)OCc1ccccc1	-1	0	-2	1.1	1.0	-2	0	0	0.4
Cc1cc(NC(=O)CSc2nnnn2C2CCCC2)no1	0	11	31	-0.3	-0.3	0	-2	0	0.4
Cc1noc(C)c1CSc1nc2ccccc2c(=O)n1-c1ccc(F)cc1F	0	.	56	1.8	-6.3	-4	-1	1	-1.2
CCOC(=O)c1c(-c2cccs2)csc1N	30	10	55	0.3	0.2	-2	-1	9	0.8
CCOC(=O)c1c(C)[nH]c(C(=O)CSc2nnnn2-c2ccc(C)cc2)c1C	0	4	-3	-0.3	1.2	-7	-3	-3	0.2
COCc1nc(-c2ccc(-c3ccc(C)cc3)nc2OC)no1	1	9&9	-5&4	2.8	1.3	0	-4	-2	-0.1
CC(C)[C@H](NC(=O)c1ccccc1)C(=O)OCC(=O)N1CCN(C(=O)c2ccco2)CC1	24	4	21	3.1	0.1	-14	-4	1	-0.5
Cc1ccc(CN2CCN(Cc3cnc(N4CCOCC4)s3)CC2CCO)cc1 (stereo unspecified)	22	3	-3	6.4	0.4	3	3	1	0.5
Cc1[nH]c2ccccc2c1C(=O)NS(=O)(=O)Nc1ccc(Cl)cc1	21	7	6	-0.5	-0.2	0	-2	0	2.0
CCOc1ccc(C(=O)N(Cc2ccc(OC)cc2)Cc2cc3cc(OC)ccc3[nH]c2=O)cc1	1	8	-1	0.2	-0.4	-3	3	-4	-0.9
CCCc1nc2ccccc2n1CCc1ccccc1	-8	7	24	.	0.6	3	-1	-3	-1.1
CCCCNc1ncnc2c1cnn2-c1ccc(C)cc1C	2	6	2	1.9	1.0	-3	0	0	0.3
CCn1c(N2CCC(C)CC2)nc2c1c(=O)n(C)c(=O)n2C	2	9	23	0.7	-0.8	-5	1	1	-0.1
Cc1cc(/C=C(\C#N)C(=O)Nc2ccccc2)c(C)n1-c1ccc2c(c1)OCO2	0	5	1	1.6	-11	-10	7	7	-1.0
CCN(CC)S(=O)(=O)c1cccc(C(=O)N/N=C2\CCCC(=O)C2)c1	12	13	5	0.5	2.7	-6	-8	-5	-0.5
CCN1C(=O)CS/C1=N\S(=O)(=O)c1ccc(C)cc1	17	2	-16	0.3	-0.5	-3	-3	1	0.6

Quoted from the listing.
PGE2 EP2 inh with CCCc1nc2ccccc2n1CCc1ccccc1 = 7
EP2 modulator with CCN1C(=O)CS/C1=N\S(=O)(=O)c1ccc(C)cc1 = -16
EP2 modulator with Cc1ccc(CN2CCN(Cc3cnc(N4CCOCC4)s3)CC2CCO)cc1 (stereo unspecified) = -3

New compounds follow:
SMILES	Hck Nef HTS	PGE2 EP2 inh	EP2 modulator	zVAD death inh	TNF necrop inh	RBBP9 inh	Runt-SMMHC FRET	Runt-CBFb FRET	PERK inhibitor
COc1ccc(Cl)cc1C(=O)Nn1c(-c2cccs2)nc2ccccc2c1=O	4	7	41	0.7	0.7	-7	-4	-2	1.2
CC1=C(C(=O)Nc2ccc(Br)cc2)C(c2ccco2)NC(=O)N1 (stereo unspecified)	3	1	7	0.4	0.3	4	-4	1	-0.6
COc1ccc2c(C)cc(SC3CCOC3=O)nc2c1 (stereo unspecified)	28	4	21	0.6	0.6	-4	8	3	0.7
O=C(CSc1nnc2c3ccccc3c3ccccc3c2n1)Nc1ccccc1	-3	.	20	-0.1	-6.6	-5	-8	.	1.2
COc1ccccc1NC(=S)N(Cc1ccc(Cl)cc1)CC1CCC(C(=O)O)CC1 (stereo unspecified)	27	9	11	1.6	-0.8	-1	0	-2	0.5
N#CC(C#N)=C1C=C2C=C(N3CCCCC3)CCC2CC1 (stereo unspecified)	2	4	1	4.2	3.7	-1	77*	-50	0.4
COc1cccc(NS(=O)(=O)c2ccc3[nH]cc(C(=O)N(C)Cc4ccco4)c(=O)c3c2)c1	2	2	22	0.2	-1.3	-8	-13	-1	0.3
COC(=O)c1cc2c(cc1Cl)SC(=NCCCN1CCOCC1)NS2(=O)=O	1	.	1	1.5	-3.8	-6	0	7	-0.2
COc1ccc(-n2ccc(=O)c3c2CCCC3=O)cc1	0	4	17	-0.6	-0.1	8	1	3	0.1
COc1ccccc1-c1cc(N)n(S(=O)(=O)c2ccc(F)c(C)c2)n1	-5	8	38	-0.4	-1.2	-8	-1	-2	0.2
CN(Cc1ccon1)C(=O)CCc1nnc(Cc2ccc(-c3ccccc3)cc2)o1	18	9	-12	-0.3	0.5	-14	0	-1	0.4
CCc1sc(N(C(=O)Cc2ccccc2)c2cccc(F)c2)nc1-c1ccc(C)cc1	-3	12	-4	0.1	-1.5	-6	4	1	1.3
O=C(CN1C(=O)C2CC=CCC2C1=O)NC1=NCCS1 (stereo unspecified)	-2	5	24	-0.6	-2.9	-6	1	-3	0.7
COc1ccccc1C(=O)NNC(=S)NC(=O)c1cc(OC)c(OC)c(OC)c1	-15	4	3	0.5	-1.8	-9	0	2	0.3
CC(C)(C)C1C/C(=C/c2ccccn2)C(=O)/C(=C/c2ccccn2)C1 (stereo unspecified)	31	9	-47	35	15	-6	2	-1	0.3
CCOC(=O)c1ccc(NC(=O)CSc2nnc(C3CC3)n2CC)cc1	9	4&9	-53&-16	-0.9	-0.4	-9	4	-2	-1.1
O=C(CN1CCC(C(=O)c2ccc(F)cc2)CC1)Nc1ccccc1	-1	3	-38	-0.1	-4.8	5	1	-3	0.0
Cn1c(SCC(=O)NCc2ccc3c(c2)OCO3)nnc1-c1cccs1	5	5	38	1.0	-0.2	-10	0	0	0.5
CC(=O)N/C(=C\c1ccc(F)cc1)C(=O)N(C)C	-2	8	12	0.1	1.1	-2	4	-1	0.5
O=C(Nc1nnc(-c2ccccc2)s1)c1ccc(F)cc1	32	5	-16	-0.7	-0.7	-4	4	0	0.1
O=C(OCC(=O)N1N=C(c2ccc(Cl)cc2)CC1c1ccco1)c1ccco1 (stereo unspecified)	-1	6	69*	1.8	-1.0	4	3	2	1.9
Cc1ccc(S(=O)(=O)N2CCN(C(=O)c3cc4c(C)nn(-c5ccccc5)c4s3)CC2)cc1	1	12	-39	0.4	0.2	4	1	-1	-0.7
CCn1nc(C)c(CN2CCN(Cc3ccsc3)C(CCO)C2)c1C (stereo unspecified)	16	15	0	1.3	0.3	-5	1	-2	0.6
COc1ccc(-c2nc(-c3ccccc3)no2)c(OC)c1	2	14	-19	0.9	-3.2	-3	-3	-2	-0.2
COC(=O)Nc1ccc(S(=O)(=O)N2CCCCC2)cc1	0	7	11	0.7	0.5	-12	3	0	-0.2
CCOC(=O)c1c(NC(=S)NCCc2ccccc2)sc2c1CC(C(C)C)OC2 (stereo unspecified)	-1	18	20	2.3	0.5	-4	2	10	0.8
Cn1c(SCC(=O)NC(=O)NCc2ccco2)nnc1C(F)(F)F	2	.	14	0.1	0.2	-2	-1	1	0.2
Cc1ccc(N2CCN(S(=O)(=O)N3CCCCC3)CC2)cc1C	22	6	-38	2.3	1.1	-10	-2	1	0.4
O=C(Nc1cccc(F)c1)C1CC(=O)N(c2ccc(Br)cc2)C1 (stereo unspecified)	1	15	-9	0.0	-4.7	-7	4	1	0.0
CC(=O)/C(=C/c1ccc(N(C)C)cc1)C(=O)c1ccccc1	1	4	-12	-0.6	1.9	-8	-21	-12	0.5

Taken from the results shown (5 entries):
SMILES	Hck Nef HTS	PGE2 EP2 inh	EP2 modulator	zVAD death inh	TNF necrop inh	RBBP9 inh	Runt-SMMHC FRET	Runt-CBFb FRET	PERK inhibitor
CCOC(=O)c1c(NC(=S)NCCc2ccccc2)sc2c1CC(C(C)C)OC2 (stereo unspecified)	-1	18	20	2.3	0.5	-4	2	10	0.8
Cn1c(SCC(=O)NC(=O)NCc2ccco2)nnc1C(F)(F)F	2	.	14	0.1	0.2	-2	-1	1	0.2
Cc1ccc(N2CCN(S(=O)(=O)N3CCCCC3)CC2)cc1C	22	6	-38	2.3	1.1	-10	-2	1	0.4
O=C(Nc1cccc(F)c1)C1CC(=O)N(c2ccc(Br)cc2)C1 (stereo unspecified)	1	15	-9	0.0	-4.7	-7	4	1	0.0
CC(=O)/C(=C/c1ccc(N(C)C)cc1)C(=O)c1ccccc1	1	4	-12	-0.6	1.9	-8	-21	-12	0.5

Bioassay records from PubChem BioAssay.

Only part of the results is shown (hit frequency here may not be typical).
